Cav3 T inh: inhibitors of human Cav3.2 T-type calcium channel. 100,000 tested, 4% active. Cav3.2-expressing cells, Fluo-4 calcium fluorescence FDSS; stronger effect = lower value. O95180. B-score at 10 µM. AID 449739;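 active = single-dose well whose peak fluorescence ratio is a statistical outlier from its plate by either plate-standardised score or position-corrected B-score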
Target sequence (O95180 whole entry, looked up): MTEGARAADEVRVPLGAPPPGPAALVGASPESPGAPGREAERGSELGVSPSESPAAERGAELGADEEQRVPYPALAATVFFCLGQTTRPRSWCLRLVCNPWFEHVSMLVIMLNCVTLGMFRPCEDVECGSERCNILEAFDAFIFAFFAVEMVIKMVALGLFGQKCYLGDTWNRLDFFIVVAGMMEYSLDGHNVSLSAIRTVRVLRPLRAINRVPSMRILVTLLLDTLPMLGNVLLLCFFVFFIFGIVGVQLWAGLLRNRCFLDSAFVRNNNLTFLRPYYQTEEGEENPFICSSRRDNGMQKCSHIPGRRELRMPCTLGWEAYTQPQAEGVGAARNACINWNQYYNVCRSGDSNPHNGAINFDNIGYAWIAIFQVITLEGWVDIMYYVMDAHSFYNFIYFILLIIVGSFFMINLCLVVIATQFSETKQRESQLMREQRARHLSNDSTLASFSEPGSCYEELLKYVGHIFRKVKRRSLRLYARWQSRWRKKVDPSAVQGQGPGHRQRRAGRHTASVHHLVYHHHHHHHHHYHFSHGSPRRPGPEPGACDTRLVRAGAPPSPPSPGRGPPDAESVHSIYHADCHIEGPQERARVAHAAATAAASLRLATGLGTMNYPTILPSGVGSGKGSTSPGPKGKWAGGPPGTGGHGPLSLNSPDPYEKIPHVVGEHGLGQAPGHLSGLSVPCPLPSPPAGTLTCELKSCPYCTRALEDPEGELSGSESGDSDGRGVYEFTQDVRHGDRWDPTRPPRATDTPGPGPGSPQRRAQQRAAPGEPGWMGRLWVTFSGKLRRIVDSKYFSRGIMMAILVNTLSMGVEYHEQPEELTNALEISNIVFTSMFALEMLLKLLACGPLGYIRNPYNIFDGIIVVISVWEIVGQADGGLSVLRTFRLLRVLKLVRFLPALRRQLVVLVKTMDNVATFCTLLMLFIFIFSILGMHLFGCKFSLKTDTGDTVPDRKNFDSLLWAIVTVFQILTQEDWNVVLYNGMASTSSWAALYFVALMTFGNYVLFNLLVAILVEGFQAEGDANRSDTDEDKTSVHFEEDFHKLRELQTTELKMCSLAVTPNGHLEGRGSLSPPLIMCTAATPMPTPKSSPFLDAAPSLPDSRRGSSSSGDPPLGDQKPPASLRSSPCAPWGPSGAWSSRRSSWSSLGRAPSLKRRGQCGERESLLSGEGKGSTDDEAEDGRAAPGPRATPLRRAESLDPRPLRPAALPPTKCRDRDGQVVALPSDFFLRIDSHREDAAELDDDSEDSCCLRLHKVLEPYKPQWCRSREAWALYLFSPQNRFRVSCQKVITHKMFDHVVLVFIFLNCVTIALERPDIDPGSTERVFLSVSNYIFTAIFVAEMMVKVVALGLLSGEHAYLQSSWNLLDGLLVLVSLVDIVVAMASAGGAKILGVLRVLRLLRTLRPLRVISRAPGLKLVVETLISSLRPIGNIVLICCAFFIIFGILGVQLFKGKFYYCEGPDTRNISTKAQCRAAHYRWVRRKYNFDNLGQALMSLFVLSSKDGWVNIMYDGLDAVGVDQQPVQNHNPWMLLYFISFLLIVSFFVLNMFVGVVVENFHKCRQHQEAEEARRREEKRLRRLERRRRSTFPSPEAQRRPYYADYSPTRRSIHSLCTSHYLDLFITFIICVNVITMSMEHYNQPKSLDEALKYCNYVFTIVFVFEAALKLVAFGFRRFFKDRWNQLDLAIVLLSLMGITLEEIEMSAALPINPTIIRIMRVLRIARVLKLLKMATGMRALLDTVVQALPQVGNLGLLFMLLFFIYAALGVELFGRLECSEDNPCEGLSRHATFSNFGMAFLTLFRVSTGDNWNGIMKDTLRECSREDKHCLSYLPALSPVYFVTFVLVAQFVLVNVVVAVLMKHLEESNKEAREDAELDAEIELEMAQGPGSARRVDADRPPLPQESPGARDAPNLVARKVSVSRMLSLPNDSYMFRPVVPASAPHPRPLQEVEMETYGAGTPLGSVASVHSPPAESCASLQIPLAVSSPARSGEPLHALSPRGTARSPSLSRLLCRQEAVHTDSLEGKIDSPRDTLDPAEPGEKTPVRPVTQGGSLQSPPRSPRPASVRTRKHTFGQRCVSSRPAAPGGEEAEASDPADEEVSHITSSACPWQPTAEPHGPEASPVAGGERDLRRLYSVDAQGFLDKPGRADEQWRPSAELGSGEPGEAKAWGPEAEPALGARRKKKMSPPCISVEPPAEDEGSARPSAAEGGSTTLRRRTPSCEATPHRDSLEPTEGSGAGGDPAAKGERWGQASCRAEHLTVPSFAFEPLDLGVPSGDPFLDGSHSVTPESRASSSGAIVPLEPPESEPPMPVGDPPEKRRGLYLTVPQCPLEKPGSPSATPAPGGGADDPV
Starred values were filed as active, the others as inactive.

SMILES	Cav3 T inh
O=C(Nc1ccc(-c2nnco2)cc1)c1ccccc1	-0.93
Brc1ccc(-c2nc(N/N=C/c3cccnc3)c3ccccc3n2)cc1	0.52
CCc1nnc(NC(=O)CSc2ncc(-c3ccccc3)n2C)s1	1.5
O=C(CSc1nnc(CNc2ccc(F)cc2)n1Cc1ccccc1)NCc1ccco1	-3.6
O=C(Cn1c(CC(=O)N2CCCC2)nc2ccccc21)NCc1ccccc1	-0.14
Clc1cccc(Cl)c1CO/N=C/c1c(-c2ccccc2)nc2n1CCS2	-1.1
CCc1ccc(NC(=O)N(CCN2CCOCC2)C2CCN(C(C)=O)CC2)cc1	0.14
CNC(=O)c1cc2cc(OC)ccc2n1CCN(Cc1ccccc1)Cc1ccccc1	0.15
O=c1c(-c2ccc(O)cc2)coc2cc(OC3OC(CO)C(O)C(O)C3O)ccc12 (stereo not given)	-0.096
Cc1cc(C)cc(NC(=O)CN2CCC(NC(=O)Cc3ccccc3)CC2)c1	0.68
CN(C)C(/C=C/Nc1ccc(F)cc1F)=C(C#N)C#N	-0.62
COCCOC(=O)C1=C(C)N=c2s/c(=C\c3cccs3)c(=O)n2C1c1cccs1 (stereo not given)	-0.36
CCOc1cccc(-c2nnc(SCC(=O)Nc3ccc(OC)c(OC)c3)n2N)c1	0.5
Cc1cc(/N=C/N(C)C)on1	0.25
Cc1c(C(=O)N2CCN(c3ccccn3)CC2)sc2ncnc(N3CCOCC3)c12	1.4
CCOC(=O)c1ccc(NC(=S)Nc2ccccn2)cc1	0.44
COC/C=C/C1=CC2=CC(=O)C(C)(OC(=O)c3cnc4ccccc4n3)C(=O)C2=CN1C1CCCC1 (stereo not given)	0.97
COc1ccc(/C=C2/SC(=S)N(n3c(C)ccc3C)C2=O)cc1	-0.89
O=C(NNC(=O)c1cccnc1)Nc1cccc2ccccc12	0.9
O=C(Nc1ccccc1C(=O)N1CCOCC1)C1CC(=O)N(C2CCCC2)C1 (stereo not given)	0.034
CC(Nc1nc(-c2ccc(F)cc2)cs1)c1nc2cc(C(F)(F)F)ccc2n1CCOCCO (stereo not given)	1.2
Cc1ccc(N(C)C(=O)N2CCN(S(=O)(=O)c3c(C)cc(C)cc3C)CC2)cc1	-6*
CCOC(=O)c1c(NC(=S)Nc2ccccc2)sc2c1CCN(CC)C2	-0.91
N#Cc1ccsc1NC(=O)CSc1ncnc2ccccc12	-1.9
CCCOc1ccc(C(=O)Nc2ccc(N(C)C)cc2)cc1	0.09
CC(Sc1ccccn1)C(=O)Nc1ccccc1 (stereo not given)	-0.37
C=CCNc1sc(C(=O)c2ccc(Br)s2)c(N)c1C#N	-3.8
COc1cc(Br)c(C(C)NC(=O)c2cccc(Br)c2)cc1OC (stereo not given)	-1.6
CCNc1nc(NC#N)nc(SCC(=O)OCC)n1	-0.11
Cc1nc(-c2cccc(N)c2)cs1	-2.2
COc1ccc(CCNC(=O)CN2CCC(C)CC2)cc1OC	0.1
CC1=C(C(=O)N2CCCCC2)C2(CCC(C)CC2)OC1=O (stereo not given)	0.15
CC(=O)NCCn1ccc2ccccc21	-0.0092
COc1ccc(-c2nc(-c3ccccc3)c(-c3cc([N+](=O)[O-])ccc3C)[nH]2)cc1O	0.23
CCn1c(SCc2nnc(-c3ccccc3)o2)nnc1-c1ccc(S(=O)(=O)N2CCCC2)cc1	2.8
O=C1CC(N2CCCc3ccccc32)C(=O)N1c1ccccc1 (stereo not given)	0.39
NC(=O)c1ccsc1NC(=O)C1CC1	-0.00023
CC(=O)N1[C@H](Cc2ccccc2)C=C[C@]1(C)C(=O)NCc1ccc(C)o1	2.3
CC(=O)c1coc2ccc(OCC(=O)O)cc12	0.48
O=C(c1cnccn1)N1CCN(C/C=C/c2ccccc2)CC1	0.8
O=C(c1ccc(S(=O)(=O)N2CCOCC2)cc1)N(c1ccc(F)cc1)C1C=CS(=O)(=O)C1 (stereo not given)	-0.0021
O=C(c1ccc(C#CC2(O)CCCCC2)cc1)N1CCN(C(c2ccccc2)c2ccccc2)CC1	-5.1*
Cc1nc(N2C(=O)C(=O)/C(=C(/O)c3ccccc3)C2c2ccco2)sc1C (stereo not given)	-3
CS(=O)(=O)c1ccc(-c2cc(Br)sc2-c2ccc(F)cc2)cc1	-3.7
C=C1CC2C(=O)N(Cc3ccccc3)C(C(=O)OCC)(C(=O)OCC)C1N2C(=O)OC(C)(C)C (stereo not given)	-1.4
CCOC(=O)C(C)Oc1ccc(C2NC(=O)NC(C)=C2C(C)=O)cc1Br (stereo not given)	-0.37
CCOC(=O)CCn1c2nc(C)cc(C)c2c(=O)n1-c1ccccc1	0.7
COc1ccc(OC(=O)c2cnn(-c3ccccc3)c2C)cc1	-0.51
COc1ccc(NC(=O)C(=O)NCc2ccncc2)c(OC)c1	0.82
Cc1ccc(-c2ccc(S(=O)(=O)N3CCN(C)CC3)cc2)cc1	0.55
O=C(c1cc(=O)c2ccccc2o1)N1CCCc2ccccc21	0.41
COc1ccc(CCNC(=O)c2cnc3scc(C)n3c2=O)cc1OC	0.29
O=C(c1ccccc1Cl)N1CCC(c2nc3c(nnn3Cc3ccco3)c(=O)[nH]2)CC1	0.86
CCc1ccc(N(C(=O)c2csnn2)C(C(=O)NCc2ccccc2)c2ccco2)cc1 (stereo not given)	-2.7
CC(NC(=O)c1ccccc1Cl)C(=O)O (stereo not given)	0.48
CCCN1CCN(C(=O)Cn2c(=O)oc3cc(S(=O)(=O)NCc4ccccc4)ccc32)CC1	1.2
O=C(c1ccccc1)c1ccc(OCC(O)CN2CCCCC2)cc1 (stereo not given)	0.81
CC1Cc2ccccc2N1C(=O)Cn1cc([N+](=O)[O-])cn1 (stereo not given)	0.029
COc1ccc(-c2nc(CSCC(=O)NC3CCCc4ccccc43)c(C)o2)cc1OC (stereo not given)	-3.3
CCS(=O)(=O)c1ccc(O)c(NC(=O)c2cc(OC)c(OC)c(OC)c2)c1	0.14

Continuation.
SMILES	Cav3 T inh
COc1ccc2cnn(Cc3ccccc3)c(=O)c2c1OC	-0.85
CCn1c(=NC(=O)CN2C(=O)CCC2=O)sc2c(OC)ccc(OC)c21	0.4
CNS(=O)(=O)c1cccc(C(=O)OC2CCCCC2=O)c1 (stereo not given)	0.12
COc1ccc(C(=O)Nc2ccncc2)cc1OC	-0.037
Cc1cc(C)n(-c2nc3ccccc3nc2N2CCN(C(=O)c3ccccc3)CC2)n1	0.25
CCN1C(=O)/C(=C/c2cccs2)N(C)C1=S	-1.7
COCCCn1c(SCC(=O)N(C)C)nnc1-c1ccccc1	-1.4
O=C(NC1C(=O)NNC1c1ccccc1)c1ccccc1 (stereo not given)	0.82
Cc1ccc(CNS(=O)(=O)c2cn(C)cn2)cc1	0.16
Cc1cc(C)c2c(=O)[nH]c(SCC(=O)N3CCCCC3)nc2n1	0.091
Cc1cccc(NC(=O)Cn2cccc2)c1	-0.064
CCOC(=O)c1ccc(N=c2sc(C(=O)OC)cc(=O)n2Cc2ccc3c(c2)OCO3)cc1	-3.5
COC(=O)c1sccc1NC(=S)N1CC(C)CC(C)C1 (stereo not given)	-1.4
CNC(=O)NC(=O)COC(=O)CCCOc1ccc(OC)cc1	0.28
COc1ccc(CCC(=O)Nc2cc(Cl)ccc2OC)cc1	-1.2
CCOC(=O)C1CCCN(C(=O)c2cc3c(C)nc4ccccc4c3o2)C1 (stereo not given)	-0.39
CCOc1ccc(Nc2cc(=O)oc3ccccc23)cc1	1
CCN(CC(=O)NCc1cccs1)S(=O)(=O)c1ccc(C(C)C)cc1	-4*
COc1cc(O)c(C(CC(=O)N2CCCCC2)c2ccc3c(c2)OCO3)c(OC)c1 (stereo not given)	-0.0021
Cc1cc(C)c2c(-n3cccc3)nn(C)c2n1	0.026
CCN(CC)S(=O)(=O)c1ccc(N2CCCC2)c(C(=O)OCC(=O)/C(C#N)=C(\C)N)c1	-0.37
COc1ccc(CCN2CNc3c(c(=O)n(C)c(=O)n3C)C2)cc1OC	-0.89
Cc1ccnc(N2C(=O)c3ccccc3C2O)c1 (stereo not given)	0.16
CCOC(=O)C1(CC)NC(c2ccco2)C2C(=O)N(C)C(=O)C21 (stereo not given)	0.25
Cc1ccc(N=C2C(=S)N(c3ccc(C)cc3)C(=N)N2/N=C/c2ccc(Cl)cc2)cc1	-1.4
Fc1ccc(NC(=S)NCc2ccccn2)cc1	1.3
COC(=O)c1cc2occc2n1Cc1c(F)cccc1Cl	-0.49
COCCCNC(=O)CSc1nc2ccccc2c(=O)n1CCCC(=O)NCC1CCCO1 (stereo not given)	0.87
COn1c(-c2ccc(Cl)cc2)nc2ccc(Cl)cc21	0.71
Cc1ccc(C)c(N2CC(=O)N(c3cc(C)ccc3C)CC2=O)c1	0.74
CCOC(=O)C1CCCN(c2c(N3CCN(C4CCCCC4)CC3)c(=O)c2=O)C1 (stereo not given)	0.17
COc1ccc(N2CCN(c3cc(=O)n(Cc4ccc(F)cc4)c(=O)[nH]3)CC2)cc1	-4.9*
Cn1cccc1Cc1nnc(SCC(=O)NCC2CCCO2)n1-c1ccc(F)cc1 (stereo not given)	1.5
C/C(=N\NC(=O)CSCc1ccc(Cl)cc1)c1ccc(NC(=O)c2ccccc2)cc1	1.6
COC(=O)c1[nH]c2c(c1C)C(=O)CC(c1cccs1)C2 (stereo not given)	-1.3
CCCS(=O)(=O)N1CCC(C(=O)NCc2ccccc2Cl)CC1	0.93
C=CCN1C(=O)S/C(=C/c2ccsc2)C1=O	-0.052
CC(=O)Nc1ccc(S(=O)(=O)N2CCSC2C(=O)O)cc1 (stereo not given)	0.19
CC(C)COC(=O)c1cc(=O)[nH]c2ccccc12	-0.36
Cc1cccn2c(=O)c(C=Nc3ccccc3)c(NCc3ccco3)nc12	-2.5
O=C(COc1ccc(-c2nnco2)cc1)N1CCN(S(=O)(=O)c2ccc3ccccc3c2)CC1	-0.019
COc1nc(C)ccc1-c1noc(-c2ccco2)n1	-1.5
CC1=Nn2c(nnc2-c2ccco2)SC1	0.8
COc1ccc(C(=O)c2ccc(N(C)C)cc2)c(OC)c1	-1.6
CC(c1ccccc1F)n1cc(C(=O)NCCc2ccco2)nn1 (stereo not given)	0.024
O=C(Nc1ccc(N2CCCC2)c(Cl)c1)c1ccco1	-1
COc1ccc2nc(SCC(=O)NC(C)(C)C)[nH]c2c1	-0.16
C=CCN1C(=Nc2cccnc2)SCC1(O)c1ccc(C)cc1 (stereo not given)	-0.022
CSc1ncccc1C(=O)OCC(=O)c1cc2ccccc2o1	0.61
CNC(=O)CN(c1ccc(C(C)C)cc1)S(C)(=O)=O	0.38
CCn1c(=O)c(C)nn2c3ccccc3nc12	0.43
CCSc1ccccc1C(=O)NCc1ccc2c(c1)OCO2	1.2
Cc1nn(-c2ccccc2)c2sc(C(=O)NCCN3CCOCC3)cc12	1.3
O=C(NCCCN1CCN(c2ccccc2F)CC1)C1CCN(S(=O)(=O)c2cccs2)CC1	0.97
CSCCC(NC(=O)C12CC3CC(CC(C3)C1)C2)C(=O)OCC(=O)c1ccc(Cl)cc1 (stereo not given)	-0.38
N#Cc1c(C(F)(F)F)cc(-c2ccccc2)nc1SCCN1CCOCC1	-0.89
CN(C)c1ccc(C2OC(=O)C(C)(C)C(=O)C2(C)C)cc1 (stereo not given)	0.2
NC(=O)CSC1=Nc2ccccc2C2=NC(CCC(=O)NCc3ccc(F)cc3)C(=O)N12 (stereo not given)	0.51
C=CC[n+]1c(-c2ccc(C)cc2)csc1NNC(=O)Nc1ccccc1	0.41
COc1ccc(N(C(=O)Cn2nnc3ccccc32)C(C(=O)NCc2ccco2)c2cccnc2)cc1 (stereo not given)	0.0035

Other compounds follow.
SMILES	Cav3 T inh
C=C(C)CSc1nnc(-c2cccc(Cl)c2)n1N	0.76
CCn1c2ccccc2c2nnc(SCC(=O)OCN3C(=O)c4ccccc4C3=O)nc21	0.74
CCOc1ccccc1NC(=O)c1ccc2nccnc2c1	-0.24
COC(=O)Cn1cnc2ccccc2c1=O	0.59
Cc1ccc(N2CC(C(=O)NCc3ccccn3)CC2=O)cc1 (stereo not given)	0.64
O=C1c2cccc(O)c2C(=O)c2c(O)cc(CO)cc21	-0.44
COc1ccc(NC2CS(=O)(=O)CC2NCc2ccco2)cc1 (stereo not given)	0.43
Cc1ccc2c(c1)N(CCC(=O)NC(C)C)C(=O)CO2	0.21
Cc1ccc(S/C=C\C(=O)c2ccccc2)cc1	-1.3
O=C(COc1nc2ccccc2nc1N1CCOCC1)N1CCc2ccccc21	0.015
Cc1ccc2c(c1)CC1(CN2C)C(=O)OC(C)(C)OC1=O	0.94

Of the compounds above, 14 have a thiophene ring, fused or not.
SMILES	Cav3 T inh
COCCOC(=O)C1=C(C)N=c2s/c(=C\c3cccs3)c(=O)n2C1c1cccs1 (stereo not given)	-0.36
Cc1c(C(=O)N2CCN(c3ccccn3)CC2)sc2ncnc(N3CCOCC3)c12	1.4
CCOC(=O)c1c(NC(=S)Nc2ccccc2)sc2c1CCN(CC)C2	-0.91
N#Cc1ccsc1NC(=O)CSc1ncnc2ccccc12	-1.9
C=CCNc1sc(C(=O)c2ccc(Br)s2)c(N)c1C#N	-3.8
NC(=O)c1ccsc1NC(=O)C1CC1	-0.00023
CS(=O)(=O)c1ccc(-c2cc(Br)sc2-c2ccc(F)cc2)cc1	-3.7
CCN1C(=O)/C(=C/c2cccs2)N(C)C1=S	-1.7
COC(=O)c1sccc1NC(=S)N1CC(C)CC(C)C1 (stereo not given)	-1.4
CCN(CC(=O)NCc1cccs1)S(=O)(=O)c1ccc(C(C)C)cc1	-4*
COC(=O)c1[nH]c2c(c1C)C(=O)CC(c1cccs1)C2 (stereo not given)	-1.3
C=CCN1C(=O)S/C(=C/c2ccsc2)C1=O	-0.052
Cc1nn(-c2ccccc2)c2sc(C(=O)NCCN3CCOCC3)cc12	1.3
O=C(NCCCN1CCN(c2ccccc2F)CC1)C1CCN(S(=O)(=O)c2cccs2)CC1	0.97

Rewritten bar-delimited: part of the list above.
smiles | Cav3 T inh
CCOc1ccccc1NC(=O)c1ccc2nccnc2c1 | -0.24
C=C(C)CSc1nnc(-c2cccc(Cl)c2)n1N | 0.76
O=C1c2cccc(O)c2C(=O)c2c(O)cc(CO)cc21 | -0.44
Cc1ccc2c(c1)CC1(CN2C)C(=O)OC(C)(C)OC1=O | 0.94

From PubChem

Some of the compounds tested. The share of hits here may be higher or lower than overall.
